Screening results (PubChem)
S1P4 antag = blocks the human S1P4 receptor; inhibition, % at 4.98 µM; O95977; AID 1510; actives 0.26% (n = 220,000); S1P4-expressing cells, antagonist mode, reporter read-out; in the data active = inhibition above about 29%;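 note: 0% = wells stimulated with agonist and 100% = vehicle wells without agonist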
eIF4E 4G PPI = blocks eIF4E binding to eIF4G | TR-FRET eIF4E-eIF4GI(517-606) binding, 2 h | inhibition, % at 21.7 µM | AID 782 | P63073+Q04637 | actives 0.37% (n = 220,000);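 active = inhibition above about 30%, limit read from the data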;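 note: 0% = full FRET control wells and 100% = background wells lacking eIF4GI fragment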
PERK inhibitor = human PERK inhibition, primary cell-based screen | actives 0.17% (n = 220,000) | inhibition, % at 5.6 µM | CHO PERK-DD fusion, SEAP luminescence translation reporter;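 active = inhibition above the mean inhibition of all tested compounds plus 3 SD, set separately per screening campaign, cut at about 2.9% in these data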;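 note: PERK kinase domain activated by AP20187 dimerizer at 100 nM; 0% = DMSO with dimerizer and 100% = rapamycin at 8.4 µM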
MDM2 E3 inh = Mdm2 E3 ligase (human) inhibition | cell-based MDM2 ubiquitination luciferase reporter, 2 h; 0 = plate control, 100 = twice control, blank-subtracted | signal enhancement, % at 5 µM | Q00987 | actives 0.11% (n = 210,000);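 active = signal enhancement of 30% or more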;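 note: luminescence tracks abundance of the self-degrading MDM2-luciferase fusion protein; higher signal means inhibition of MDM2 E3 ligase activity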
Target sequence (Q00987 whole entry, looked up, the tested form may be a part): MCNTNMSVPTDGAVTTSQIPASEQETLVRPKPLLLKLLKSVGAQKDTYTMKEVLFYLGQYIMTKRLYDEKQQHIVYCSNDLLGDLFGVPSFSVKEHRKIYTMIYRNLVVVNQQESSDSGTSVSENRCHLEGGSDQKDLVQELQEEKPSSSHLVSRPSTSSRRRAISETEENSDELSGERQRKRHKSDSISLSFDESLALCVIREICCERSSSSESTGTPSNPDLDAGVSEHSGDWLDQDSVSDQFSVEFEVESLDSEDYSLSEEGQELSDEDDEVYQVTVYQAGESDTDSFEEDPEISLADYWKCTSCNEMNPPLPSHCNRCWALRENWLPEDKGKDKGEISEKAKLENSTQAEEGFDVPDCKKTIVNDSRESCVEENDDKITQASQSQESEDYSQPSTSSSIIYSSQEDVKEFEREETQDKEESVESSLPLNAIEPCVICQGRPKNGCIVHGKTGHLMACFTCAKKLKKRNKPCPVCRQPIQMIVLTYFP
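Test system: stable mammalian line carrying autodegrading MDM2–luciferase fusion reporter; quantity: 2000 cells in each well; times: 4 h cell settling then 2 h compound exposure, 37 °C; detection: luminescence with SteadyLite reagent, 15 min at room temperature; evaluation: percent signal gain over controls, blank-subtracted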
Wee1 degr inh = human Wee1 degradation inhibition, primary screen. reporter increase, % at 5 µM. HeLa Luc-Wee1K328M stability, luciferase luminescence; 100% = proteasome inhibitor MG132 effect. actives 1.2% (n = 220,000);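 active = activation above the mean of all tested compounds plus 3 SD, set per screening run, cut at about 8.8% in these data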;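 note: cells exposed to compound for 20 h before luminescence read; 0% = DMSO alone and 100% = MG132 at 30 µM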
Ba/F3 V617F tox = reduce viability of Ba/F3 cells dependent on JAK2V617F. Ba/F3 EpoR-JAK2V617F viability, ATP luminescence. inhibition, % at 5.6 µM. actives 1.1% (n = 220,000). AID 1446;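 active = inhibition above the campaign mean plus 3 SD over all tested compounds, cut at about 24% in these data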;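 note: cytokine-independent growth of Ba/F3 cells driven by EpoR plus mutant JAK2; 0% = DMSO-treated cells and 100% = JAK inhibitor I control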
S1P4 ag = agonists of human S1P4 receptor. O95977. S1P4-expressing cell line, agonist reporter assay. activation, % at 4.98 µM. actives 0.35% (n = 220,000); in the data active = activation above about 11%;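 note: 0% = DMSO vehicle and 100% = reference agonist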
NPY-Y2 PAM-ag = potentiates or activates human NPY-Y2 receptor | P49146 | cells expressing NPY-Y2, potentiator/agonist read-out | activation, % at 3.6 µM | actives 0.45% (n = 220,000) | AID 1359; in the data active = activation above about 27%;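 note: cells stimulated with NPY near EC25 plus isoproterenol at EC100; 0% = vehicle plus submaximal agonist and 100% = vehicle plus saturating agonist; some results beyond the cut were filed as inactive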
Target sequence (P49146 whole entry, looked up): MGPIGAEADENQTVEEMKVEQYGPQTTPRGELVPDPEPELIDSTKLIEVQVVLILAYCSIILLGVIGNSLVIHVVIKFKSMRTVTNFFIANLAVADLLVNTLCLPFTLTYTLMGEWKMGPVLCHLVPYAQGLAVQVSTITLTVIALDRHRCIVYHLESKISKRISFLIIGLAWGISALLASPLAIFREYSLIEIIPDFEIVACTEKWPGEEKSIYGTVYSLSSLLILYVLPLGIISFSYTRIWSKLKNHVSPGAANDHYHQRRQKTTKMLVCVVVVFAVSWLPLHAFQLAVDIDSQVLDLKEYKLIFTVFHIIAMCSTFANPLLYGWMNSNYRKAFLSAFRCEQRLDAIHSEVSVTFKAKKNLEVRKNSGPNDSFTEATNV
BaF3 parental = reduces parental Ba/F3 cell viability, JAK2V617F counter-screen. actives 1.1% (n = 220,000). inhibition, % at 5.6 µM. CellTiter-Glo ATP luminescence. AID 1486;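 active = inhibition above a per-campaign cutoff, the mean inhibition of all tested compounds plus 3 SD, cut at about 27% in these data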;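 note: 0% = DMSO wells and 100% = JAK Inhibitor I control wells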
The depositor's hits bear a star; . = not tested or not shown; [ ] = dose if it differs, or a comment.

SMILES	S1P4 antag	eIF4E 4G PPI	PERK inhibitor	MDM2 E3 inh	Wee1 degr inh	Ba/F3 V617F tox	S1P4 ag	NPY-Y2 PAM-ag	BaF3 parental
CCOc1cc(/C=N\NC(=O)OC(C)(C)C)ccc1OC(=O)c1ccco1	-4	1	0.8	-26	0	-1	2.2	-10	-1
CC1CCc2c(nc3ncnn3c2NCCc2ccccc2F)C1 (stereo not drawn)	-5	0	-0.4	-33	-1	4	0.1	3	6
CN1CCc2c(sc(/N=C/c3c[nH]c4ccccc34)c2C(N)=O)C1	-7	8	-1.0	-12	1	0	0.1	-13	0
COc1ccc(OC)c(C(=O)c2ccc(C(=O)N3CCN(Cc4csc(C)n4)CC3)cc2)c1	2	1	-0.4	-12	2	4	1.3	-14	4
O=C(Nc1nnc(-c2ccc(Cl)cc2)o1)c1cccc(N2C(=O)CCC2=O)c1	-20	0[fluorescence artefact?]	-0.1	-14	-1	5	1.1	7	7
CC1CCN(S(=O)(=O)c2cccc(-c3csc(-c4cccnc4)n3)c2)CC1	1	-5	-0.6	-10	-2	-1	2.2	-25	4
CCCCn1c(NCc2cccs2)nc2ccccc21	-12	-2	-0.5	-4	1	5	1.3	-2	2
O=C(NCCCCCCCCCNC(=O)C(F)(F)F)C(F)(F)F	3	6	1.6	0	1	2	1.3	-10	3
COC(=O)c1[nH]nc2c1C(=O)N(Cc1ccccc1)C2=O	-7	-1	1.5	-1	2	-2	2.0	10	2
O=[N+]([O-])c1cccnc1N1CCOCC1	-5	2	0.3	-18	0	-3	0.8	16	-2
COc1ccc(C2C(C(C)=O)=C(O)C(=O)N2c2nc3ccccc3s2)cc1OC (stereo not drawn)	6	0	0.3	-22	0	2	0.1	-13	6
Fc1ccc(CSc2nnc(-c3cccnc3)n2Cc2ccco2)cc1	-13	3	0.2	-10	5	-4	1.4	13	1
O=C(c1cc2ccccc2oc1=O)N1CCN(c2ccc(N3CCOCC3)nn2)CC1	-8	8	0.8	-16	0	-2	1.9	0	2
C=CCC(O)(CCN1CCCCC1)c1ccccc1 (stereo not drawn)	16	-7[fluorescence artefact?]	2.1	-7	-1	-2	-2.0	3	4
CCOc1ccc(-n2c(=O)[nH]cc(C(=O)N3CCCc4ccccc43)c2=O)cc1	-11	0	0.7	-7	0	1	0.7	1	2

2 neighbouring compounds out of the list so far, quoted:
SMILES	S1P4 antag	eIF4E 4G PPI	PERK inhibitor	MDM2 E3 inh	Wee1 degr inh	Ba/F3 V617F tox	S1P4 ag	NPY-Y2 PAM-ag	BaF3 parental
CCOc1cc(/C=N\NC(=O)OC(C)(C)C)ccc1OC(=O)c1ccco1	-4	1	0.8	-26	0	-1	2.2	-10	-1
CC1CCc2c(nc3ncnn3c2NCCc2ccccc2F)C1 (stereo not drawn)	-5	0	-0.4	-33	-1	4	0.1	3	6

Ordered by molecular weight (low to high): part of the list above
SMILES	S1P4 antag	eIF4E 4G PPI	PERK inhibitor	MDM2 E3 inh	Wee1 degr inh	Ba/F3 V617F tox	S1P4 ag	NPY-Y2 PAM-ag	BaF3 parental
O=[N+]([O-])c1cccnc1N1CCOCC1	-5	2	0.3	-18	0	-3	0.8	16	-2
C=CCC(O)(CCN1CCCCC1)c1ccccc1 (stereo not drawn)	16	-7[fluorescence artefact?]	2.1	-7	-1	-2	-2.0	3	4
COC(=O)c1[nH]nc2c1C(=O)N(Cc1ccccc1)C2=O	-7	-1	1.5	-1	2	-2	2.0	10	2
CC1CCc2c(nc3ncnn3c2NCCc2ccccc2F)C1 (stereo not drawn)	-5	0	-0.4	-33	-1	4	0.1	3	6
CN1CCc2c(sc(/N=C/c3c[nH]c4ccccc34)c2C(N)=O)C1	-7	8	-1.0	-12	1	0	0.1	-13	0
O=C(NCCCCCCCCCNC(=O)C(F)(F)F)C(F)(F)F	3	6	1.6	0	1	2	1.3	-10	3
Fc1ccc(CSc2nnc(-c3cccnc3)n2Cc2ccco2)cc1	-13	3	0.2	-10	5	-4	1.4	13	1
CCOc1cc(/C=N\NC(=O)OC(C)(C)C)ccc1OC(=O)c1ccco1	-4	1	0.8	-26	0	-1	2.2	-10	-1
CCOc1ccc(-n2c(=O)[nH]cc(C(=O)N3CCCc4ccccc43)c2=O)cc1	-11	0	0.7	-7	0	1	0.7	1	2
O=C(Nc1nnc(-c2ccc(Cl)cc2)o1)c1cccc(N2C(=O)CCC2=O)c1	-20	0[fluorescence artefact?]	-0.1	-14	-1	5	1.1	7	7
O=C(c1cc2ccccc2oc1=O)N1CCN(c2ccc(N3CCOCC3)nn2)CC1	-8	8	0.8	-16	0	-2	1.9	0	2
COc1ccc(OC)c(C(=O)c2ccc(C(=O)N3CCN(Cc4csc(C)n4)CC3)cc2)c1	2	1	-0.4	-12	2	4	1.3	-14	4

Next part
SMILES	S1P4 antag	eIF4E 4G PPI	PERK inhibitor	MDM2 E3 inh	Wee1 degr inh	Ba/F3 V617F tox	S1P4 ag	NPY-Y2 PAM-ag	BaF3 parental
Cc1nn(CC(=O)c2ccc(Cl)cc2Cl)c(C)[n+]1N	-5	1	0.8	-16	-1	3	0.4	8	7
CC1CCC2C(=O)N(c3ccc(C(=O)NCc4ccccc4)cc3)C(=O)C2C1 (stereo not drawn)	-28	4[fluorescence artefact?]	0.8	7	-3	-1	1.0	0	5
CCC(=O)Nc1ccccc1C(=O)N1CCCC1	-9	1	1.4	-20	6	-3	2.9	5	2
CCOc1ccc(/C=C/C(=O)c2cc(Br)ccc(=O)c2O)cc1	0	11	0.1	16	3	1	1.1	1	1
COc1ccc(OC)c(-c2nnc(SCC(=O)N3CCCc4ccccc43)o2)c1	-3	0	-0.6	-5	-2	0	-2.7	-19	5
O=C(NCc1ccc2c(c1)OCO2)c1ccc(COc2cc(Cl)ccc2Cl)o1	1	-8	-1.0	-13	3	2	-3.1	-10	4
O=C(Nc1ccc2c(c1)OCO2)C(c1ccccc1)N1CCC2(CC1)OCCO2 (stereo not drawn)	1	8	0.4	-3	0	-2	0.3	2	4
COc1cc(C(=O)N/N=C/c2ccc(OC)c(CN3CCN(c4ccc(F)cc4)CC3)c2)ccc1O	8	1	0.4	.	0	-1	-2.5	-35	2
COc1ccccc1N(C)S(=O)(=O)c1ccc(C(=O)OCC(N)=O)cc1	-8	1	1.1	1	-2	1	0.6	11	4
CCC(CC)C(=O)Nc1nnc(-c2cccs2)s1	-15	24	-1.9	-7	2	2	1.4	7	4
CCOC(=O)c1ccc(CNC(=O)Cn2nnc(-c3cccc(C)c3)n2)o1	1	-3	1.1	15	6	-2	2.1	-5	3
Cc1ccnc(NC(=O)CCC(=O)N(CC(=O)NCc2ccccc2)c2ccc3c(c2)OCO3)c1	0	3	-0.3	0	0	1	-0.2	6	7
CCC(Sc1nccn1C)C(=O)Nc1cccc2ccccc12 (stereo not drawn)	0	2	-0.2	3	-2	3	-0.6	-5	9
Fc1cccc(-n2ncc(-c3nnnn3-c3ccccc3)c2C(F)(F)F)c1	-12	3	0.1	.	0	-3	0.0	8	1
O=C(c1ccco1)N1CCN(C(=O)c2ccccc2NS(=O)(=O)c2ccc(F)cc2)CC1	-7	4	1.5	-17	-2	-2	-2.9	-7	-1
O=C(NCCN1C(=O)S/C(=C\c2cccs2)C1=O)[C@H](Cc1ccccc1)N1C(=O)c2ccccc2C1=O	-8	-1	0.5	-11	6	1	-0.3	21	3
COc1cc(CC(=O)OCC(=O)Nc2cc([N+](=O)[O-])ccc2F)cc(OC)c1OC	-10	-12	0.8	-4	1	-2	0.7	-1	4
S=C1NC2(CCCCC2)NN1c1ccccc1	8	4	0.6	-9	-2	0	-1.1	-5	7
c1ccc(-c2cc(N3CCCCC3)ncn2)cc1	-3	5	1.0	8	0	-2	0.5	0	3
CCCN1Cc2cccc(C(=O)Nc3ccc(CN4CCCC4)cc3)c2C1=O	12	3	-0.8	-11	0	1	4.7	-12	0
CC(C)(C)C(=O)N1CCN(c2ccc([N+](=O)[O-])c(-n3nc(-c4ccccc4)c4ccccc4c3=O)c2)CC1	-11	-7	-1.0	-12	0	3	-0.2	1	6
COCCn1c(Cc2ccccc2)nnc1SCC(=O)NC(C)C	3	-3	0.3	-22	1	2	0.1	7	9
CCN(CC)S(=O)(=O)c1ccc(Cl)c(NC(=O)COC(=O)c2ccc([N+](=O)[O-])o2)c1	0	-1	0.9	.	1	2	1.0	-33	-6
CCOc1ccccc1C(=O)NC(C(=O)Nc1cccnc1)C(C)C (stereo not drawn)	-6	1	-0.8	6	1	3	1.5	-6	7
CCOC(=O)C1CCN(CC(=O)c2c(C)[nH]c3cc(C)ccc23)CC1	-17	6	-0.1	4	10*	-1	-1.4	0	2
CCOC(=O)c1ccc(NC(=O)NCc2ccn(CC)n2)cc1	-11	-4	0.6	-4	2	-3	0.3	-1	3
CC(C(=O)N(C1CC1)C1(C(=O)Nc2ccccc2)CCCC1)N1C(=O)c2ccccc2C1=O (stereo not drawn)	-23	-1	-1.1	-17	2	-2	-1.1	0	-2
CCOC(=O)CSc1nc2c(sc(=S)n2CCc2ccccc2)c(=O)n1Cc1ccco1	-2	-9	0.2	-25	6	-5	2.8	-27	3
COc1ccccc1NC(=O)c1c(NC(=O)c2ccco2)sc2c1CCC2	-11	-13	-0.5	-9	3	-2	14*	-8	2
